Source: PubChem BioAssay
SRC1 inh: human NCOA1 inhibition | 360,000 tested, 0.12% active | HEK293 GAL4-SRC1 luciferase reporter, luminescence | inhibition, % at 3.6 µM;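 active = inhibition above the campaign mean plus 3 SD, with each screening campaign given its own cutoff, cut at about 60% in these data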;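 note: 0% = DMSO treated cells and 100% = gossypol at 36 µM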
ABHD5-PLIN5 inh: inhibitors of human ABHD5-perilipin-5 interaction; Split G. princeps luciferase complementation, luminescence, 4 h; inhibition, % at 4 µM; 360,000 tested, 0.78% active;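 active = inhibition above the mean inhibition across every tested compound plus 3 SD, cut at about 22% in these data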;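 note: 0% = DMSO only wells and the 100% control is not disclosed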
Target sequence (Q00G26 whole entry, looked up): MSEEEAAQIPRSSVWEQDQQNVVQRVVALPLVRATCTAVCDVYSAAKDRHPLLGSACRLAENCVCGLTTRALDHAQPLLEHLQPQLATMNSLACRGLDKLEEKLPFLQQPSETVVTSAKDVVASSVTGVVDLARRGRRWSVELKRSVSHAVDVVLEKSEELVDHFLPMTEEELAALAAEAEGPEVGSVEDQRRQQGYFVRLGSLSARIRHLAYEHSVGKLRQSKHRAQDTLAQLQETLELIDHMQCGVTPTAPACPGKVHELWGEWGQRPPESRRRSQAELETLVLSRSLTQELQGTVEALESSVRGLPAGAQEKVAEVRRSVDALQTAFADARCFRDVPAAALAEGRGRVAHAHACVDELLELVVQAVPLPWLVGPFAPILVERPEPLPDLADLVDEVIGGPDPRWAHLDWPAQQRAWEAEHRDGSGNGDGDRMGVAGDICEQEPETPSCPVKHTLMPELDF
Target sequence (Q8WTS1 whole entry, looked up): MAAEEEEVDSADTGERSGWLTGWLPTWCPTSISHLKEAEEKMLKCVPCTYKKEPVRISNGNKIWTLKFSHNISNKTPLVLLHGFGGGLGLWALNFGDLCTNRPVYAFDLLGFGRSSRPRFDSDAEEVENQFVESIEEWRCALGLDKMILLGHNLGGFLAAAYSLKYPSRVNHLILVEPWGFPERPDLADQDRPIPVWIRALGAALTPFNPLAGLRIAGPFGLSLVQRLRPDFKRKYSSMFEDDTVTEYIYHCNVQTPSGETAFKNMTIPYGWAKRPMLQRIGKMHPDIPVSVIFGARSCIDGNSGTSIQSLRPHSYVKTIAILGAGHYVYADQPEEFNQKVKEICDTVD
MC4R antag cAMP: human MC4R antagonism in cAMP assay | P32245 | MC4R-expressing cells, MTII-stimulated cAMP, LANCE TR-FRET | inhibition, % at 6.5 µM | 360,000 tested, 0.48% active | AID 540295;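 active = inhibition above its plate's cutoff, the mean of tested wells on that plate plus 3 SD, cut at about 29% in these data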;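 note: 0% = Melanotan II alone and 100% = Melanotan II plus saturating MCL0020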
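Material – human MC4R-expressing U2OS cells · Repeats – no replicates · Detection – TR-FRET with Eu-cAMP and labeled anti-cAMP, 671 nm · Times – compound 30 min, challenge 1 h, detection 1 h · Compound – single nominal compound dose of 6.5 µM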
SRC3 inh: human NCOA3 inhibition; Q9Y6Q9; HEK293 GAL4-SRC3 luciferase reporter, luminescence; inhibition, % at 3.6 µM; 360,000 tested, 0.17% active; AID 588352;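 active = inhibition above a per-campaign cutoff, the mean of all compounds plus 3 SD, cut at about 60% in these data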;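 note: 0% = DMSO-treated cells and 100% = gossypol-treated cells at 36 µM; higher means less SRC3-driven luciferase light from the GAL4 reporter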
NCOA2 inhibitor: human SRC2 (NCOA2) inhibition | Q15596 | HEK293 GAL4-SRC2 luciferase reporter, luminescence | inhibition, % at 9 µM | 370,000 tested, 0.17% active;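 active = inhibition above the mean inhibition of all tested compounds plus 3 SD, set per campaign, cut at about 52% in these data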;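 note: 0% = DMSO treated cells and 100% = cells given Gossypol at 36 µM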
TLR9-MyD88 block: TLR9-MyD88 interaction inhibition. Q9NR96+Q99836. CHO BLA complementation TLR9-MyD88, CCF4 FRET ratio. inhibition, % at 4.98 µM. 340,000 tested, 0.21% active. AID 504734;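 active = inhibition above the mean over all tested compounds plus 3 SD, cut at about 21% in these data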;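 note: 0% = DMSO only wells and 100% = clavulanate BLA inhibitor control wells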
NR5A2 inv ag: NR5A2 inverse agonism in reporter assay; 360,000 tested, 0.13% active; inhibition, % at 3.6 µM; AID 602396; HEK293T StAR-luciferase reporter, LRH-1 transfected, 24 h;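 active = inhibition above the mean inhibition of all tested compounds plus 3 SD, cut at about 73% in these data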;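 note: 0% = DMSO wells and 100% = reporter-only cells lacking LRH-1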
EBV LMP1 NFkB: reduces LMP1-driven NF-kappaB luciferase signal | LMP1-induced NF-kappaB luciferase reporter cells, luminescence | inhibition, % at 12.5 µM | 350,000 tested, 0.69% active; in the data active = inhibition above about 41%;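 note: 0% = neutral control wells and 100% = reference inhibitor control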
NOD2 RIPK2 PPI: blocks binding of human NOD2 to RIPK2; CHO BLA complementation NOD2-RIPK2, CCF4 ratio; 360,000 tested, 0.38% active; AID 624267; inhibition, % at 4.98 µM; in the data active = inhibition above about 21%;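 note: 0% = vehicle only and 100% = reference blocker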
MC4R barr agon: activates human MC4R beta-arrestin recruitment. P32245. U2OS MC4R beta-arrestin complementation, luminescence; percent of melanotan II response, DMSO zero. activation, % at 8.9 µM. 360,000 tested, 0.98% active;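 active = activation above a per-plate cutoff, the mean activation of sample wells on that plate plus 3 SD, cut at about 8% in these data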
COUP-TFII inh: blocks human COUP-TFII nuclear receptor | HEK293T NGFI-A luciferase reporter, luminescence | inhibition, % at 8.6 µM | 370,000 tested, 0.7% active | AID 686940;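 active = inhibition above a per-plate cutoff, mean inhibition of test wells between control levels plus 3 SD, cut at about 38% in these data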;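 note: cells cotransfected with COUP-TFII expression vector driving the NGFI-A reporter; 0% = median of COUP-TF2 test wells and 100% = reporter-only cells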
Numbers without * were called inactive; · = not tested or not shown; & = joins results of further samples. These rows are one share of the data (hit frequency here may not be typical).

SMILES	SRC1 inh	ABHD5-PLIN5 inh	MC4R antag cAMP	SRC3 inh	NCOA2 inhibitor	TLR9-MyD88 block	NR5A2 inv ag	EBV LMP1 NFkB	NOD2 RIPK2 PPI	MC4R barr agon	COUP-TFII inh
O=C(COC(=O)c1ccc2ccccc2n1)Nc1cccc(S(=O)(=O)NC2=NCCCCC2)c1	-15.1	-1.7	12.4	5.7	0.8	0.2	21.4	-5.3	-0.3	-0.9	-9.5
COc1cc(OC)c(CN2CCCN(C)CC2)cc1Br	20.1	-7.6	4.5	-5.5	11.2	8.1	-2.6	-4.5	1.4	0.7	-8.7
COc1ccc(/C=C2\SC(=S)N(CCC(=O)N3CCCCC3CCO)C2=O)cc1 (stereo not given)	2.3	1.5	-1.9	-2.1	34.3	-0.8	2.1	0.8	8.1	0.1	10.4
COc1ccc(CC(=O)Oc2ccc(C(C)(C)C)cc2)cc1S(=O)(=O)N1CCOCC1	-3.6	-0.9	31.9*	-0.2	12.5	2.4	-8.2	0.4	-0.5	-3.1	-4.3
CCC1C(=O)CC(c2ccco2)NC1c1ccco1 (stereo not given)	2.0	2.6	-2.7	0.9	-9.2	-10.2	-0.5	0.2	-10.2	0.5	0.2
COc1ccc2nc(N3C(=O)CC(Cc4cc(C)cc(C)c4)C3=O)sc2c1 (stereo not given)	-6.4	-8.2	-2.6	-11.4	-5.2	-5.8	-5.0	6.6	2.4	-1.1	11.3
NNc1nc2sc3c(c2c(=O)n1Cc1ccccc1)CCC3	-8.9	0.0	4.5	-4.8	-4.4	7.5	24.3	-8.5	0.2	1.3	-4.2
CCOc1ccc(Cl)cc1Nc1nc(NCCO)nc(N2CCCC2)n1	15.3	4.1	6.6	-4.1	12.9	-2.9	0.5	-10.2	-6.9	-1.0	3.1
COc1ccc(-c2csc(C(O)c3cccnc3)n2)cn1 (stereo not given)	-8.7	8.8	6.3	-10.4	-4.6	·	4.4	·	-8.3	-1.6	-1.3
CC(=O)N1c2ccc(S(=O)(=O)NCC3CCC(C(=O)N4CCCC(C)C4)CC3)cc2CC1C (stereo not given)	11.3	-2.6	10.4	8.4	0.7	3.0	12.6	-3.5	8.4	-1.6	-0.3
O=c1[nH]c(CSc2ncc(C(F)(F)F)cc2Cl)nc2cc(C(F)(F)F)ccc12	6.8	-3.2	2.9	15.0	-18.0	9.1	13.6	6.7	11.9	1.4	11.1
COc1ccc(Nc2ccnc3ccccc23)cc1	37.3	11.8	1.8	37.1	40.7	14.4	0.1	15.0	1.0	-1.9	40.4*
CN(C)/C=N/S(=O)(=O)c1ccc(Cl)c(Cl)c1	-10.8	8.9	-0.6	16.6	-25.5	1.3	-3.8	2.2	-18.2	-1.6	10.0
CC(=O)c1sc(NC(=O)CCCOc2ccccc2C)nc1C	2.1	-2.4	1.6	8.5	-12.7	-2.5	-5.0	-16.2	-3.4	9.6*	-21.9
O=C1C=C(c2ccccc2Oc2ccccc2)C[C@@H](c2ccc3c(c2)OCO3)C1	-17.0	-3.1	5.2	-7.5	-14.6	0.3	4.9	3.2	7.1	-1.6	-6.2
COc1ccc(N2CCN(C(=O)CCCOc3cc(=O)n(C)c4ccccc34)CC2)cc1	3.9	1.8	-8.2	17.1	-2.0	2.2	9.6	-9.9	-4.1	-2.4	-5.9
Cn1c2ccccc2c(=O)c2c(=O)n(-c3ccc(F)cc3)c(C3CCCCC3)nc21	-28.7	-5.1	4.1	10.1	-2.5	-2.4	-14.8	5.2	4.2	-1.4	-10.0
O=C(CCCCCn1c(=S)[nH]c2ccccc2c1=O)N1CCOCC1	-26.0	-0.1	-5.8	1.1	-24.6	7.3	15.0	1.6	-2.4	-0.2	-7.4
Cc1ccc(N2C(=O)Nc3cc(Cl)c(Cl)cc3N2O)cc1Cl	-1.5	-2.9	5.4	-13.2	-8.3	4.7	-4.0	-0.1	0.5	-0.7	-2.8
Cc1ccc(S(=O)(=O)N2CCN(C(=O)COC(=O)COc3ccccc3C(C)C)CC2)c(C)c1	-15.3	10.2	2.1	7.6	-1.3	3.3	-6.2	-2.9	6.8	1.5	10.0
O=C(COc1ccccc1)Nc1c(C(=O)N2CCC(N3CCCCC3)CC2)oc2ccccc12	-9.3	-1.5	7.3	-17.2	-3.4	-6.1	-38.8	-16.9	-0.5	0.5	-11.2
Cc1nc(SCc2nc3ccc(Br)cc3[nH]2)c2oc3ccccc3c2n1	-17.7	-6.5	-0.1	-10.1	21.6	1.4	22.6	20.0	-9.2	-1.6	-8.5
CNC(=O)c1cc(C(=O)c2ccc(F)cc2C(F)(F)F)c[nH]1	11.0	-2.2	9.0	6.3	6.3	-3.5	9.8	5.7	1.2	-1.3	-14.8
Cc1ccc(S(=O)(=O)NNC2CC(=O)N(c3ccc(Br)cc3)C2=O)cc1 (stereo not given)	11.2	1.1	-0.6	-3.5	-18.3	-2.3	-1.5	-4.7	3.7	-2.1	11.6
CCCCNC(=O)C1C(c2ccc(C(F)(F)F)cc2)=Nc2ccccc2N1C(=O)c1ccc2nc(C)[nH]c2c1 (stereo not given)	·	-5.1	·	·	-40.7	·	-25.1	·	-1.6	·	0.9

Reformatted with two lines to a compound: entries from further up
Results follow in this order: SRC1 inh	ABHD5-PLIN5 inh	MC4R antag cAMP	SRC3 inh	NCOA2 inhibitor	TLR9-MyD88 block	NR5A2 inv ag	EBV LMP1 NFkB	NOD2 RIPK2 PPI	MC4R barr agon	COUP-TFII inh
> O=C(CCCCCn1c(=S)[nH]c2ccccc2c1=O)N1CCOCC1
    -26.0	-0.1	-5.8	1.1	-24.6	7.3	15.0	1.6	-2.4	-0.2	-7.4
> COc1ccc(Nc2ccnc3ccccc23)cc1
    37.3	11.8	1.8	37.1	40.7	14.4	0.1	15.0	1.0	-1.9	40.4*
> COc1ccc(N2CCN(C(=O)CCCOc3cc(=O)n(C)c4ccccc34)CC2)cc1
    3.9	1.8	-8.2	17.1	-2.0	2.2	9.6	-9.9	-4.1	-2.4	-5.9
> COc1ccc2nc(N3C(=O)CC(Cc4cc(C)cc(C)c4)C3=O)sc2c1 (stereo not given)
    -6.4	-8.2	-2.6	-11.4	-5.2	-5.8	-5.0	6.6	2.4	-1.1	11.3
> CCOc1ccc(Cl)cc1Nc1nc(NCCO)nc(N2CCCC2)n1
    15.3	4.1	6.6	-4.1	12.9	-2.9	0.5	-10.2	-6.9	-1.0	3.1

(listing goes on)
SMILES	SRC1 inh	ABHD5-PLIN5 inh	MC4R antag cAMP	SRC3 inh	NCOA2 inhibitor	TLR9-MyD88 block	NR5A2 inv ag	EBV LMP1 NFkB	NOD2 RIPK2 PPI	MC4R barr agon	COUP-TFII inh
O=C(c1ccc(Cl)cc1)C1CCN(C(=O)c2ccc(F)cc2)CC1	9.2	-6.2	3.0	0.2	-2.9	-6.3	12.5	9.0	1.9	-1.0	2.9
C#CCOCCOCCOCCNc1nc(N2CCN(C(=O)C([C@@H](C)CC)n3cc(C(N)CC(C)C)nn3)CC2)nc(N2CCN(C(=O)[C@H](CCC(=O)O)n3cc(C(N)CC(C)C)nn3)CC2)n1 (stereo not given in full)	-8.2	-9.1	3.6	-4.5	·	-4.9	3.8	1.6	-3.2	-2.4	·
COc1cccc(C(NC(C)=O)c2nc(-c3ccccc3OC)cs2)c1 (stereo not given)	-3.8	-0.3	7.2	19.9	-2.7	·	-0.3	·	-15.9	-0.3	-10.8
Oc1ccc(Nc2nc(-c3cccnc3)cs2)cc1	-47.5	4.2	2.0	-42.3	·	-10.5	-48.9	0.0	0.1	-0.9	·
Cc1c(Cl)cccc1NC(=S)NCCCN(C)C	-7.1	2.1	-3.4	8.6	-1.9	0.5	2.3	-28.1	-5.8	-0.3	0.5
CC(=O)c1cc(-c2ccccc2)n(CC(=O)N2CCC(C)CC2)c1C	7.6	8.2	-3.4	12.8	·	0.1	-2.4	-5.7	-8.0	-0.6	·
Cn1c(NCc2ccccc2)nc2c1c(=O)n(Cc1ccc(Br)cc1)c(=O)n2C	8.2	-0.8	-4.6	7.0	-0.2	6.2	7.9	15.3	3.9	2.7	6.0
Cc1nc2ccc(S(=O)(=O)NCC(=O)N3CCN(c4ccccn4)CC3)cc2s1	3.5	-2.0	6.3	-5.1	-3.7	4.3	1.4	-6.5	-14.6	-1.2	-6.3
Nc1nc(CSc2nnnn2-c2ccccc2)nc(N2CCCc3ccccc32)n1	-61.5	-3.6	16.9	8.2	-21.3	2.9	7.3	7.2	3.7	5.8	-3.0
C[N+]1(C2CCC3CCC2C3O)CCCC1 (stereo not given)	-5.8	-1.6	14.0	-13.6	0.2	8.6	4.8	-4.9	-14.3	-2.3	-7.8
CC(=O)c1cc(CN2CCN(Cc3ccc(C)cc3)C(CCO)C2)cs1 (stereo not given)	5.8	0.3	5.8	5.7	7.4	-3.6	-2.8	13.6	-4.1	-1.8	3.5
COc1ccc(C)cc1NC(=O)CNC(c1ccccc1)c1ccccc1	-7.3	-8.0	18.9	0.8	12.0	-13.7	2.0	-3.6	-1.4	3.1	9.6
CCOc1ccc2[nH]c(C(=O)N/N=C/c3cccc(OC)c3OC)cc2c1	18.0	-3.0	-7.3	-7.1	4.3	-5.2	9.8	1.8	-3.9	-0.5	-1.6
COc1ccc(Cl)cc1S(=O)(=O)N1CCC(C(=O)NCC2CCCO2)CC1 (stereo not given)	4.2	-6.8	-5.6	-8.3	-3.5	-6.0	0.8	-3.3	1.1	0.1	2.5
Cc1c(N=C2Nc3cccc4cccc2c34)c(=O)n(-c2ccccc2)n1C	4.0&10.0	-5.3&0.0	-17.3&-5.7	3.0&17.5	-11.6&-3.6	2.4&5.7	-4.4&3.7	7.0&6.0	2.4&4.2	-2.7&-2.5	-0.6&0.3
COc1cc(OC)c(OC)cc1CN(C)CC1CCCN(CCc2ccccc2F)C1 (stereo not given)	17.3	-4.0	3.8	-1.0	-12.9	-1.5	2.2	0.4	7.9	-0.1	9.3
C/C(=N\NC(=O)c1nn(C)c(C)c1Br)c1cccc(NC(=O)c2ccc(F)cc2)c1	-91.0	-1.5	4.5	-50.5	-21.6	-4.8	-142.9	0.4	0.8	-1.6	-70.7
O=C(Nc1ccc2c(c1)OCCO2)C1CC(O)CN1C(=O)Nc1ccccc1 (stereo not given)	1.0	-9.1	1.3	-7.6	10.6	-0.7	7.4	-4.3	2.2	-0.4	6.9
COc1ccc(CSc2nnc(C)s2)cc1F	-45.1	0.7	4.3	-15.4	-21.4	-8.2	-50.0	-7.8	-5.1	-2.0	-28.9
Fc1ccc(N2CCN(C(c3cccs3)c3nnnn3C3CCCC3)CC2)cc1 (stereo not given)	4.7	-1.7	4.9	11.4	8.5	0.0	15.3	6.7	-8.0	0.1	5.2
Cc1ccc(-c2nc3ccccc3c(=O)n2CCN2CCOCC2)cc1	-2.3	2.2	7.8	-18.5	-1.3	3.1	7.7	-7.4	-2.5	-1.8	-7.3
